CCHFV vOTU inh – CCHFV vOTU protease inhibitors, primary screen, biochemical, Pep-AMC substrate, fluorescence; inhibition, % at 11.5 µM; 0.55% of 370,000 active; Crimean-Congo hemorrhagic fever virus L polyprotein viral ovarian tumor (vOTU) protease …; in the data active = inhibition above about 30%; note: 0% = vehicle wells with enzyme and 100% = no enzyme wells
BoNT-A LC inh2 – BoNT/A light chain protease inhibitors, primary screen, biochemical, flow cytometry, MLPCN library; Botulinum neurotoxin type A light chain protease (Clostridium botulinum A str. ATCC 3502); multiplex microsphere protease substrate cleavage; inhibition, % at 10 µM; 0.17% of 360,000 active; note: plate controls were buffer without enzyme for full effect and enzyme alone for no effect
Yp Topo-I inh – Yersinia pestis topoisomerase I inhibitors, primary screen, biochemical, cleavage product accumulation, plate reader, single point. activity, % at 10 µM. AID 504884, 2011. Y. pestis Topo-I cleavage product accumulation. DNA topoisomerase I (Yersinia pestis CO92). 0.064% of 360,000 active; in the data active = activity above about 50%, passing the limit was not always enough; inconclusive = no clear call, values can overlap the other calls; note: inactives centre near 2
Anthrax LF inh2 – Bacillus anthracis LF protease inhibitors, primary screen, biochemical, multiplex microsphere, MLPCN library | multiplex microsphere protease cleavage assay | inhibition, % at 10 µM | 0.12% of 360,000 active | AID 588501, 2011; note: plate controls were buffer without enzyme for full effect and enzyme alone for no effect
Target sequence (P15917 whole entry, looked up): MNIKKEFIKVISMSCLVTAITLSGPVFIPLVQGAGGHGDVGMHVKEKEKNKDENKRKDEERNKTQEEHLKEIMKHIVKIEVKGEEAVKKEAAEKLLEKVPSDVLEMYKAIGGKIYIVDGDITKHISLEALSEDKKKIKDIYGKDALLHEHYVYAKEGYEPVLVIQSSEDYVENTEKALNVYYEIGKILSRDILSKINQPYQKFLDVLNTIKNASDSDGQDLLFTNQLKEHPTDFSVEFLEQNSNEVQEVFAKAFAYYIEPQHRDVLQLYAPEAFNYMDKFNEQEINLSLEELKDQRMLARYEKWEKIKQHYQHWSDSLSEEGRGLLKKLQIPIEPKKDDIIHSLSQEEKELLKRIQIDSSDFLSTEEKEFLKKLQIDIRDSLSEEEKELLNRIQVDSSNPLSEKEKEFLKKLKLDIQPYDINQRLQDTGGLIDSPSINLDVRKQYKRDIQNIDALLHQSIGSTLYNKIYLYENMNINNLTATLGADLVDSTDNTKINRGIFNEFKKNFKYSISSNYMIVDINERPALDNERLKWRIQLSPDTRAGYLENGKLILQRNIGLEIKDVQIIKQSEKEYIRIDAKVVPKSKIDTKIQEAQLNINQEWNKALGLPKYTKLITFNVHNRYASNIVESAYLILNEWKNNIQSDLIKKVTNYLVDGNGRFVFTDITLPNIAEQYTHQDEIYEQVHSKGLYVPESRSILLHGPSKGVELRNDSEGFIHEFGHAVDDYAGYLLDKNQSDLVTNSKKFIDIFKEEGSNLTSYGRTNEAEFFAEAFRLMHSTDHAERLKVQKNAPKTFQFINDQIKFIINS
VHR inh abs – VHR1 phosphatase inhibitors, primary screen, biochemical, absorbance, uHTS. Dual specificity protein phosphatase 3 (Homo sapiens), P51452. recombinant VHR phosphatase, pNPP absorbance. inhibition, % at 13.3 µM. 0.52% of 290,000 active. AID 1654, 2009; in the data active = inhibition above about 50%; note: some compounds called inactive have numbers as strong as hits
Target sequence (P51452 whole entry, looked up): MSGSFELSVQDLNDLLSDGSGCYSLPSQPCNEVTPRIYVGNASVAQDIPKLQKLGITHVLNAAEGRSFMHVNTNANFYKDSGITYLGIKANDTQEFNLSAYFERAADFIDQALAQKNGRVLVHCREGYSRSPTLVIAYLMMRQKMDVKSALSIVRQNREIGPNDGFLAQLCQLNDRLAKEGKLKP
BH1578 lux ind – inducers of Vibrio cholerae quorum light production without autoinducers, primary screen, BH1578 luxS cqsA deficient, single point; activation, % at 18.7 µM; 0.16% of 350,000 active; V. cholerae BH1578 lux reporter, luminescence, 6 h; in the data active = activation mostly above about 9.7%, no sharp cut-off; inconclusive = no clear call, values can overlap the other calls; inactive = mostly below about 3.7%; note: not every result past the cut was called active; inactives centre near 0; reference of the scale not given here
TcdB inh – TcdB glycohydrolase inhibitors, primary screen, biochemical, single point, plate reader; Toxin B (Clostridioides difficile), P18177; TcdB glycohydrolase enzymatic assay; inhibition, % at 9.99 µM; 0.24% of 350,000 active; AID 652162, 2013; in the data active = inhibition above about 10%
SSB-PriA inh – inhibitors of Klebsiella pneumoniae PriA binding to SSB C-terminal tail, primary screen, biochemical, AlphaScreen | PriA–SSB C-terminal tail interaction (Klebsiella pneumoniae) | AlphaScreen SSBct-PriA binding, biotinylated peptide | inhibition, % at 33 µM | 0.6% of 430,000 active | AID 1272365, 2023; in the data active = inhibition mostly above about 37%, no sharp cut-off; inactive = mostly below about 20%;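 note: plate controls were negative control peptide for no effect and reference peptide for full effect; strong numbers were not always called active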
SARS 3CLpro inh – SARS-CoV 3CLpro protease inhibitors, primary screen, biochemical, quenched FRET. recombinant SARS-CoV 3CLpro, quenched FRET peptide cleavage. inhibition, % at 6 µM. 0.14% of 290,000 active. AID 1706, 2009; in the data active = inhibition above about 12%
PfHsp40 yeast – rescue of yeast from PfHsp40 toxicity, primary screen, S. cerevisiae, ATP luminescence; S. cerevisiae expressing PfHsp40, growth rescue; growth rescue, % at 12.5 µM; 0.68% of 340,000 active; in the data active = growth rescue above about 28%, passing the limit was not always enough; inconclusive = no clear call, values can overlap the other calls;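 note: yeast W303a lacking pdr1 and pdr3 grown in galactose medium; growth measured after three days at 30 °C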
Numbers without * were called inactive; i = inactive; ? = inconclusive; · = not tested or not shown; & = joins results of further samples. Cut-off read from the data, not from the text of the source, unless noted: active = inhibition above about 30%; inconclusive = no clear call, values can overlap the other calls; inactive = below that.

SMILES | CCHFV vOTU inh | BoNT-A LC inh2 | Yp Topo-I inh | Anthrax LF inh2 | VHR inh abs | BH1578 lux ind | TcdB inh | SSB-PriA inh | SARS 3CLpro inh | PfHsp40 yeast
CCSc1nc2ccccc2c(=O)n1CCc1ccc(OC)c(OC)c1 | 1 | -1.1 | 12 | -4 | 11 | -0.1 | 1.6 | -6 | 1 | ?
CCN(C(=O)COC(=O)C1CCN(S(=O)(=O)c2c(Cl)cccc2Cl)CC1)C1CCCCC1 | 4 | -0.6 | 31 | -2 | 7 | -0.3 | -1.7 | -5 | 1 | 1.9
COc1ccc(OC)c(/C=N/NC(=O)c2cc(-c3ccc(C)o3)nc3ccccc23)c1 | -3 | 1.4 | 12 | -2 | 5 | -0.3 | · | · | 2 | 0.1
CC(=O)N1CCc2cc(S(=O)(=O)NC(C(=O)Nc3ccc4c(c3)OCCO4)C(C)C)ccc21 (configuration not stated) | 30* | 0.7 | 2 | 0 | 11 | -0.3 | · | -11 | 2 | 0.5
CC(C(=O)Nc1c2c(cc3c1CCC3)CCC2)N1CCCC1 (configuration not stated) | -16 | 0.1 | 0 | -1 | 2 | -0.4 | · | 5 | 3 | -1.2
COc1ccc(NC(=O)c2cnc(C)cn2)cc1-n1cnnn1 | 11 | -0.4 | -5 | 0 | 4 | i | · | -15 | -4 | 0.3
CCCCN1CN(Cc2ccco2)CNC1=S | -9 | -1.0 | 5 | -1 | 16 | -0.3 | -1.2 | 2 | -3 | -0.8
COC(C(=O)NC(C(C)C)C(C)C)c1ccccc1 (configuration not stated) | -4 | -0.8 | 2 | -2 | 4 | -0.4 | · | -6 | 1 | -1.6
O=C(Cc1ccccc1[N+](=O)[O-])N1CCN(c2ccc(F)cc2)CC1 | -2 | 0.3 | 8 | -12 | 10 | -0.1 | 1.4 | -1 | 2 | 2.7
O=C(c1ccc(COc2ccccc2Cl)o1)N1CCCC1 | 10 | 0.2 | 10 | -3 | 0 | -1.0 | · | -7 | 3 | 0.8
CCCC#Cc1cnc2c(c1)C(=O)N([C@H](C)CO)C[C@@H](C)[C@H](CN(C)S(=O)(=O)c1cccc(OC)c1)O2 | 24 | 0.1 | 11 | -4 | · | 2.1 | -3.1&-1.6&1.1 | · | · | ·
CC(C)Nc1oc(Cc2cccc3ccccc23)nc1C#N | -4 | ? | 22 | -4 | 8 | i | 1.7 | 5 | 1 | 5.3
COCCCN1C(=O)c2ccc(C(=O)O)cc2C1=O | 0 | 5.7 | -11 | -3 | -17 | 0.0 | · | 0 | 3 | 0.2
CC(C)(C)n1nnnc1C(c1cccnc1)N1CCN(c2ccccn2)CC1 (configuration not stated) | 5 | -0.4 | -4 | -3 | 24 | i | -3.5 | -9 | 9 | 0.0
CCc1ccc(C(=O)COC(=O)c2cccnc2Cl)cc1 | -9 | -0.2 | 3 | -8 | 22 | -0.6 | 0.3 | -31 | 4 | ?
CCC(C)c1ccc(S(=O)(=O)N2CCN(S(=O)(=O)c3ccc(NC(C)=O)cc3)CC2)cc1 (configuration not stated) | -17 | -2.8 | 9 | -6 | -17 | i | 0.7 | -8 | 0 | -0.7
COC(=O)c1cc(S(=O)(=O)N2CCC(c3ccccc3)C2)c[nH]1 (configuration not stated) | -7 | -1.0 | 10 | -3 | 8 | i | 1.4 | 0 | 6 | -0.7
COc1ccc(CCNC(=O)CSc2nnc(NC(C)=O)s2)cc1OC | -4 | 0.3 | 8 | -1 | -2 | -0.2 | -0.3 | 6 | 1 | -1.4
CN(C)C1=NC[C@H](Cc2ccccc2)N1CC1CCCCC1 | -5 | -0.4 | -2 | 1 | · | -0.6 | 0.4 | 1 | · | 0.1
Cc1c(NS(=O)(=O)c2cc(C(=O)OCC(=O)c3ccccc3F)ccc2Cl)c(=O)n(-c2ccccc2)n1C | -1 | 0.2 | 31 | -3 | · | -0.2 | 1.3 | · | · | ·

Random excerpt: six entries already listed, in no set order.
SMILES | CCHFV vOTU inh | BoNT-A LC inh2 | Yp Topo-I inh | Anthrax LF inh2 | VHR inh abs | BH1578 lux ind | TcdB inh | SSB-PriA inh | SARS 3CLpro inh | PfHsp40 yeast
COc1ccc(OC)c(/C=N/NC(=O)c2cc(-c3ccc(C)o3)nc3ccccc23)c1 | -3 | 1.4 | 12 | -2 | 5 | -0.3 | · | · | 2 | 0.1
CCCC#Cc1cnc2c(c1)C(=O)N([C@H](C)CO)C[C@@H](C)[C@H](CN(C)S(=O)(=O)c1cccc(OC)c1)O2 | 24 | 0.1 | 11 | -4 | · | 2.1 | -3.1&-1.6&1.1 | · | · | ·
CC(C)(C)n1nnnc1C(c1cccnc1)N1CCN(c2ccccn2)CC1 (configuration not stated) | 5 | -0.4 | -4 | -3 | 24 | i | -3.5 | -9 | 9 | 0.0
COc1ccc(NC(=O)c2cnc(C)cn2)cc1-n1cnnn1 | 11 | -0.4 | -5 | 0 | 4 | i | · | -15 | -4 | 0.3
COC(C(=O)NC(C(C)C)C(C)C)c1ccccc1 (configuration not stated) | -4 | -0.8 | 2 | -2 | 4 | -0.4 | · | -6 | 1 | -1.6
CC(C(=O)Nc1c2c(cc3c1CCC3)CCC2)N1CCCC1 (configuration not stated) | -16 | 0.1 | 0 | -1 | 2 | -0.4 | · | 5 | 3 | -1.2

Further entries
SMILES | CCHFV vOTU inh | BoNT-A LC inh2 | Yp Topo-I inh | Anthrax LF inh2 | VHR inh abs | BH1578 lux ind | TcdB inh | SSB-PriA inh | SARS 3CLpro inh | PfHsp40 yeast
C/C=C\C=C/C(=O)Nc1cccc(C2=NOC3(C2)C[C@H](C(N)=O)N(C(=O)CC)C3)c1 (some centres not stated) | 10 | 0.2 | -3 | -4 | -16 | 0.5 | 1.2 | -11 | · | 0.8
CCC(OC(=O)CCc1nc2ccccc2[nH]c1=O)C(=O)c1ccccc1 (configuration not stated) | 2 | -2.7 | 20 | -4 | -23 | -2.0 | · | -2 | 1 | -0.1
CCOc1ccc(CNCCc2ccc(S(N)(=O)=O)cc2)cc1 | 5 | -0.7 | -2 | -8 | 14 | -0.3 | 3.1 | -17 | 0 | -0.5
COC(=O)c1cc(C)sc1NC(=O)CCCC(=O)O | -27 | 0.6 | 1 | -1 | 7 | -4.6 | · | -15 | -10 | -2.1
CC1C(c2ccc3c(c2)OCO3)c2cc3c(cc2OC1N1CCOCC1)OCO3 (configuration not stated) | -2 | -0.6 | -3 | -4 | · | i | 11* | 2 | · | -0.2
CCOC(=O)N1CCN(C(=O)Cn2cc3c(n2)CCCC3)CC1 | 1 | -0.1 | -6 | -4 | 1 | · | · | -21 | 1 | 0.2
O=C(Cc1c(O)c2ccccc2oc1=O)c1ccc(F)cc1 | 3 | -1.6 | -1 | -4 | · | -2.7 | 0.7 | -11 | · | -0.8
COc1cc(NC(=O)c2ccc(C)cc2)c(OC)cc1NC(=O)CN1CCOCC1 | -4 | 0.9 | 19 | 3 | -36 | 4.7 | · | -1 | -9 | -0.6
Cc1cc(C)c(-c2csc(NC(=O)/C=C/c3cccs3)n2)c(C)c1 | 17 | -1.2 | 2 | -1 | 53* | -0.3 | · | -11 | -1 | 0.1
Cc1nc(-c2ccc(S(=O)(=O)NCC3CCN(C(=O)OC(C)(C)C)CC3)s2)cs1 | 9 | -0.1 | 36 | -9 | -19 | -0.5 | 1.1 | -1 | 2 | 6.7
Cc1cc(NC(=O)Cn2nnc3sc4c(c3c2=O)CCCC4)no1 | -5 | -3.8 | 2 | -5 | 18 | 0.6 | -1.4 | -13 | 5 | -1.2
Cc1cc(NC(=O)Nc2ccc(F)cc2)no1 | 11 | -0.3 | -3 | -1 | 15 | i | · | -18 | -8 | 0.6
CCC1(c2ccc(N)cc2)CCC(=O)NC1=O (configuration not stated) | -1 | 0.1 | 0 | -1 | · | i | 2.1 | 0 | · | -0.7
O=C(NNC(=O)c1ccccc1O)c1ccc(S(=O)(=O)Nc2ccccc2F)cc1 | -1 | ? | -8 | ? | · | 0.7 | 2.3 | 2 | · | 4.3
CCOC(=O)CSc1nc(C)c(C(C)=O)cc1C(N)=O | -7 | 0.3 | 3 | 1 | 15 | 0.4 | 4.8 | -13 | 6 | -2.5
O=C(c1ccccc1)c1cccn1CC(=O)N1CCN(c2ccc(F)cc2)CC1 | -2 | 0.9 | 0 | 0 | 22 | · | · | 14 | -1 | -0.5
CC(=O)Nc1ccc(NC(=O)CSc2nc3ccccc3o2)cc1 | -17 | 2.5 | -8 | 2 | -2 | -0.5 | -0.8 | -5 | 0 | -0.4
COc1ccc(-c2nnn(Cc3ccccc3)n2)cc1 | -7 | 1.0 | 9 | 2 | 12 | i | 0.8 | -42 | 2 | -1.0
COc1ccc([C@H]2CC(=O)C=C(c3cc(C(F)(F)F)cc(C(F)(F)F)c3)C2)cc1 | 2 | 0.1 | 6 | -4 | · | -2.9 | -0.1 | -13 | · | 4.4
CCCCc1ccc(NC(=O)N2CCN(c3cc(C)nc4ccccc34)CC2)c(C)c1 | · | -0.4 | 31 | -6 | 3 | 0.0 | 3.6 | -12 | -2 | -0.4
O=C(Nc1ccc2oc(-c3ccccc3Cl)nc2c1)c1ncn[nH]1 | 5 | -1.1 | 0 | -1 | 17 | -5.9 | 0.1 | 2 | -3 | 0.2
CCOc1ccc(C(=O)NCCCN2CCOCC2)cc1OCC | -7 | -1.3 | 5 | -1 | 26 | -0.2 | 0.8 | -7 | 3 | -0.4
O=C(Nc1ccc(C2CCCCC2)cc1)C1CCCN(c2ncccn2)C1 (configuration not stated) | 2 | ? | 5 | -1 | 18 | i | 1.1 | -16 | · | 0.9
CCOc1ccc(/C=N/n2nnnc2N)cc1O | -13 | -0.3 | 1 | -11 | -34 | -2.8 | 19* | i | 3 | 0.8
CCOC(=O)C1=C(O)/C(=C/c2cccc(OC)c2O)N=C1C | 19 | -0.2 | 4 | -11 | 6 | -0.2 | -28 | -11 | 1 | -1.3
CCOCCn1cnc2sc(C(=O)NCCCN3CCOCC3)c(C)c2c1=O | -6 | -0.1 | 0 | -2 | 73 | -0.1 | 1.6 | -2 | -6 | -0.4
CN1CCN(C(=O)CCN2C(=O)c3ccccc3S2(=O)=O)CC1 | 14 | 7.1 | 8 | 0 | · | -12 | -8.1 | 0 | · | -1.0
CC(C)CN(Cc1cc(=O)oc2cc(-c3ccccc3)c(O)cc12)CC(C)C | 17 | -0.2 | -5 | 1 | -26 | i | 0.3 | -12 | 1 | -0.4
CCOC(=O)c1cc2c(=O)n3ccccc3nc2n(CCCOC)c1=NC(=O)C(C)(C)C | -152 | 1.1 | -5 | -2 | 7 | 12 | · | -14 | 1 | -0.9
COc1ccc(-c2nc3ccccc3c(=O)n2NC(=O)Cc2ccccc2)cc1 | 8 | -1.1 | -1 | 2 | -4 | -0.2 | -0.9 | -11 | -3 | 4.3
O=c1oc2ccccc2c2c1C(O)CO2 (configuration not stated) | -6 | 0.2 | 8 | -6 | -10 | i | 0.4 | 0 | -3 | -1.5
CCN(CC)C(=O)c1ccc(N(Cc2ccccc2)S(C)(=O)=O)cc1 | -5 | -0.2 | -5 | -5 | 9 | -2.3 | -0.4 | -6 | 2 | -0.2
COC(=O)C1=C(c2cc3ccccc3o2)C[C@@H]2CC[C@H]1N2C(=O)NC1CCCCC1 | 1 | -0.5 | 24 | 2 | · | -9.1 | -0.8 | -10 | · | -1.7

The list is partial. The share of hits here may be higher or lower than overall.
